A3G deaminase = inhibitors of human APOBEC3G DNA deaminase; Q9HC16; 330,000 tested, 0.28% active; inhibition, % at 20 µM; recombinant A3G, ssDNA deamination FAM/TAMRA fluorescence;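 active means inhibition of at least 40% at 20 µM, with no more than 30% in the related APOBEC3A deaminase screen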;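 further: plate controls were DMSO wells with A3G for no effect and wells lacking A3G enzyme for full effect; some compounds called inactive have numbers as strong as hits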
UBC13 inh = blocks human UBC13 polyubiquitin chain formation; 330,000 tested, 0.47% active; TR-FRET; inhibition, % at 20 µM; in the data active means inhibition above about 45%, passing the limit was not always enough
Target sequence (P61088 whole entry, looked up): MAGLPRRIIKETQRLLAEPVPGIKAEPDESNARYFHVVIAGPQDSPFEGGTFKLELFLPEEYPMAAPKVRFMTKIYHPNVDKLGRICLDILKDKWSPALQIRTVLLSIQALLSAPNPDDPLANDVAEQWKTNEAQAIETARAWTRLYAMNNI
SENP8 block-1 = SENP8 (human) protease inhibition. Q96LD8. recombinant SENP8, Nedd8 substrate fluorescence. inhibition, % at 20 µM. 360,000 tested, 0.64% active. AID 602440; in the data active means inhibition mostly above about 40%, no sharp cut-off; inactive means mostly below about 27%
Target sequence (Q96LD8 whole entry, looked up): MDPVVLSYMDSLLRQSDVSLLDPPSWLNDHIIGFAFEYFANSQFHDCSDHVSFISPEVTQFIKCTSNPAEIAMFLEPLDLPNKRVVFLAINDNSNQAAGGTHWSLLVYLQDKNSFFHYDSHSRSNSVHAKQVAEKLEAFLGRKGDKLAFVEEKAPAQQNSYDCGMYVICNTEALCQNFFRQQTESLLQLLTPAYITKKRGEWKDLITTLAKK
Apaf1 inhib = inhibitors of human Apaf-1 apoptosome | O14727 | reconstituted apoptosome caspase-3 activity, DEVD-Rh110 fluorescence | inhibition, % at 20 µM | 330,000 tested, 0.71% active; active means inhibition of at least 40% at 20 µM;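 further: plate controls were DMSO wells for no effect and DEVD-CHO caspase inhibitor wells for full effect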
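Material: reconstituted apoptosome with Apaf-1, cytochrome c, caspase-9, procaspase-3, dATP / Buffer or medium: pH 7.5 Hepes buffer with CHAPS, BSA, DTT / Also added: cytochrome c with DEVD-Rh110 / Schedule: compound with Apaf-1, dATP, procaspase-3 30 min, then 50 min reaction, room temperature / Technique: rhodamine 110 fluorescence at Ex 480/Em 540 nm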
SENP8 block-2 = SENP8 protease inhibition; purified SENP8, Z-RLRGG-aminoluciferin cleavage, luminescence; inhibition, % at 10 µM; 330,000 tested, 1.2% active; AID 2540; in the data active means inhibition above about 50%
SENP1 FRET inh = inhibitors of human SENP1 SUMO protease catalytic domain. Q9P0U3. recombinant SENP1 catalytic domain, CyPet-SUMO1-YPet FRET cleavage. inhibition, % at 10 µM. 360,000 tested, 0.21% active. AID 624204;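 active means inhibition at least 30% at 10 µM, raw YFP signal under a set limit, fluorescence ratio 0.5 to 1.5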;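 further: 0% = enzyme with DMSO and 100% = no enzyme wells; some results filed as inactive read as strong as hits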
Target sequence (Q9P0U3 419-644 limits assumed): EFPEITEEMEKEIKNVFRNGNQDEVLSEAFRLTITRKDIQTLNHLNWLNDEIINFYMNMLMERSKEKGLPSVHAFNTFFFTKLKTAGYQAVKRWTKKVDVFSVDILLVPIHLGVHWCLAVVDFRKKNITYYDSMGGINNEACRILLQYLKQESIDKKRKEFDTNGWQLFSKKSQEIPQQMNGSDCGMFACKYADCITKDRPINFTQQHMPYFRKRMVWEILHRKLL
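Test system: human SENP1 catalytic domain; medium: Tris pH 8 buffer plus EDTA, NaCl, BME, BSA, NP40, catalase; incubation: 50 min reaction at room temperature; technique: FRET, CFP and YFP emission; controls: no-enzyme low control and enzyme-plus-DMSO high control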
SENP7 block = inhibitors of human SENP7 protease; Q9BQF6; recombinant SENP7, Z-RLRGG-aminoluciferin luminescence, 40 min; 330,000 tested, 1.5% active; AID 434973; inhibition, % at 5 µM;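 active means inhibition above about 50% at the single test dose, limit read from the data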;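 further: plate controls were DMSO with enzyme for no effect and no enzyme buffer wells for full effect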
Target sequence (Q9BQF6 706-1050 limits assumed): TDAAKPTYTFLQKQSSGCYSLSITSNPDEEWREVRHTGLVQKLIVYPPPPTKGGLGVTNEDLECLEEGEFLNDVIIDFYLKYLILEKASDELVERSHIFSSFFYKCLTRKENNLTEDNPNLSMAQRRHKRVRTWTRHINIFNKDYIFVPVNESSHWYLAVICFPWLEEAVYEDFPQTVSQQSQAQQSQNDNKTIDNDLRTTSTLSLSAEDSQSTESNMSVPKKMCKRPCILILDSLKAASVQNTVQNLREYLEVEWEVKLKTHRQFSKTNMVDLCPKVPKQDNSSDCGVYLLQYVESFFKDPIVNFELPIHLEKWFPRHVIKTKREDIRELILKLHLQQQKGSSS
SENP6 inh = SENP6 protease inhibition; Q9GZR1; Recombinant SENP6 catalytic domain, aminoluciferin luminescence; inhibition, % at 10 µM; 330,000 tested, 1.8% active;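 active means inhibition above about 50% at the single tested dose, limit read from the data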;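 further: plate controls were DMSO wells with enzyme for no effect and DMSO wells lacking enzyme for full effect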
* marks the source's active call; other numbers are inactive results; & = joins results of further samples.

[1] Cn1ncc2c(NCc3ccccc3)ncnc21
[2] COc1ccc(NC(=O)CN2CCOCC2)cc1
[3] CN1C(=O)/C(=C2/C=CC=CN2C)OC1=S
[4] O=C(CCc1nc2ccccc2c(=O)[nH]1)NNC(=O)COc1ccccc1Cl
[5] CCOc1ccccc1Nc1nc2ccc(C)cc2n2cnnc12
[6] COc1ccccc1CNC(=O)c1ccc2ccccc2n1
assay / compound	1	2	3	4	5	6
A3G deaminase	-6	-6	-4	-6	-8	0
UBC13 inh	2	8	-8	2	6	4
SENP8 block-1	15	7	23	9	-146	-6
Apaf1 inhib	-2	-4	-12	7	18	15
SENP8 block-2	-1	-8	3	-1	8	-4
SENP1 FRET inh	3	3	0	1	-17	-5
SENP7 block	-3	-7	1	-1	-3	9
SENP6 inh	-24	-5	1	-17	-8	-7

[7] Cc1cccc[n+]1CC(=O)c1ccccc1
[8] O=C1CCCN1C(=O)CCC(=O)N1CCCC1=O
[9] COc1cc2c(cc1OC)C(C)N(C(=O)c1cc(Cl)nc(Cl)c1)CC2 (configuration not stated)
[10] COc1ccc(NC(=O)c2nc[nH]c2C(=O)N2CCN(c3ccccc3)CC2)cc1
[11] O=C(c1ccccc1)N1CCN(Cc2ccccc2Br)CC1
[12] COc1ccc(C2Nc3cccc4cccc(c34)N2)cc1
assay / compound	7	8	9	10	11	12
A3G deaminase	-10	6	-5	-5	3	-2
UBC13 inh	4	-7	0	-5	4	-26
SENP8 block-1	-29	10	-3	6	9	-5
Apaf1 inhib	-7	-11	-1	12	1	3
SENP8 block-2	-2	0	2	-11	-5	14
SENP1 FRET inh	2	2	2	1	0	-15
SENP7 block	1	7	-6	-15	1	3
SENP6 inh	-40	-19	-8	-2	-27	64*

[13] CCNc1c(NS(=O)(=O)c2ccc([N+](=O)[O-])cc2)c(=O)oc2ccccc12
[14] Cn1c(N)c(C(=O)COC(=O)CCC(=O)c2ccc(F)cc2)c(=O)n(C)c1=O
[15] COc1ccccc1/C=C/C(=O)NNC(=O)c1cccs1
[16] CCC(C)NC(=O)C(CCSC)NC(=O)c1ccccc1 (configuration not stated)
[17] COc1ccc(Cl)cc1C(=O)O/N=C(\N)c1ccncc1
[18] COC(=O)COc1ccc(-c2nccc(-c3ccc(Br)cc3)n2)cc1
assay / compound	13	14	15	16	17	18
A3G deaminase	-3	1	5	-5	-4	-9
UBC13 inh	3	-16	-4	6	11	13
SENP8 block-1	15	4	-62	27	12	16
Apaf1 inhib	3	-6	1	-4	-4	8
SENP8 block-2	-6	-6	0	2	-10	-13
SENP1 FRET inh	1	-2	-1	1	3	4
SENP7 block	-5	-3	7	5	4	7
SENP6 inh	-3	2	-11	-1	3	-25

[19] O=[N+]([O-])c1ccc(N/N=C/c2c[nH]c3ccccc23)cc1
[20] Cc1cccc(N(C(=O)c2csnn2)C(C(=O)NC2CCCCC2)c2ccccn2)c1C (configuration not stated)
[21] CCOC(=O)c1cc(NC(=O)C2CCCO2)cc(C(=O)OCC)c1 (configuration not stated)
[22] Cc1c(CN(C)C(=O)c2sc3cc(Cl)ccc3c2Cl)cnn1C
[23] CCCCn1c(SCC(=O)N2CCCC2=O)nc2cc(S(N)(=O)=O)ccc21
[24] CCOC(=O)C1CCCN(CCCc2ccccc2)C1 (configuration not stated)
assay / compound	19	20	21	22	23	24
A3G deaminase	-4	-7	-2	-1	-13	-4&-8
UBC13 inh	-171	2	-6	7	-11	5&-7
SENP8 block-1	52*	13	12	6	2	16&14
Apaf1 inhib	25	1	-6	7	1	-5&4
SENP8 block-2	-18	4	-12	4	-14	5&-9
SENP1 FRET inh	-23	3	2	-1	-1	2&0
SENP7 block	3	-3	-4	-2	-7	4&-12
SENP6 inh	-4	-25	1	0	-15	6&-22

[25] O=S(=O)(NC1CCCCC1N1CCN(c2ccccc2F)CC1)c1ccc(Cl)cc1 (configuration not stated)
[26] CC(C)CCn1c(N2CCC(C(N)=O)CC2)nc2c1c(=O)[nH]c(=O)n2C
[27] O=C(CCCCCCC(=O)c1ccccc1)c1ccccc1
[28] COc1cc2c(cc1OC)C1(CCCC1)C(N)=C2C#N
[29] Nc1ncc(CN2CCCC(C(=O)Nc3ccc(-c4ccco4)cc3)C2)cn1 (configuration not stated)
[30] COc1ccc(OC)c(/C=C/C(=O)c2ccc3c(c2)OCO3)c1
assay / compound	25	26	27	28	29	30
A3G deaminase	1	1	-9	11	-9	-8
UBC13 inh	-2	3	7	-2	14	6
SENP8 block-1	10	8	14	-9	-3	-25
Apaf1 inhib	15	-1	0	2	-5	-2
SENP8 block-2	5	-2	-1	-2	-1	-15
SENP1 FRET inh	3	1	-1	-65	-4	17
SENP7 block	2	4	9	-4	-5	-9
SENP6 inh	2	5	-9	-3	14	-8

[31] O=C(C1CCC1)N1CCN(S(=O)(=O)c2ccc(F)cc2)CC1
[32] N#CCC(=O)NCC1(c2ccccc2)CCCC1
[33] Cc1cc(NC(=O)C2CC(c3cccc(Br)c3)=NO2)no1 (configuration not stated)
[34] CCn1nc(C)c(C(=O)Nc2cc(Oc3cc(C)cc(C)c3)cc([N+](=O)[O-])c2)c1C
[35] Cc1ccsc1CN(C)C(=O)C(NC(=O)c1cccc(S(=O)(=O)N2CCOCC2)c1)C(C)C (configuration not stated)
[36] COc1ccc(/C(C)=N/Nc2nc(C)cc(-c3ccccc3)n2)cc1
assay / compound	31	32	33	34	35	36
A3G deaminase	17	-3	-3	-7	-10	-3
UBC13 inh	-1	2	-2	2	12	-1
SENP8 block-1	12	29	18	26	14	0
Apaf1 inhib	3	6	-1	8	-3	10
SENP8 block-2	1	-16	-12	-2	11	-10
SENP1 FRET inh	1	4	1	5	1	2
SENP7 block	-1	8	-5	-14	1	6
SENP6 inh	-4	-3	-5	-19	1	-10

[37] Cc1ccc2nc(-c3ccccn3)cc(C(=O)Nc3ccc(S(=O)(=O)N4CCOCC4)cc3)c2c1
[38] COC(=O)c1ccc(Oc2ccc(C(F)(F)F)cn2)cc1
[39] Cc1nc(/C=C\C(=O)O)c2cc(C)oc2n1
[40] COc1cc(OC)cc(C(=O)N[C@H](C(=O)Nc2nc(-c3ccc(F)c(F)c3)cs2)C(C)C)c1
[41] CC(=O)NC1C(=O)N=C(SC(C)C(=O)Nc2cccc(Cl)c2)NC1=O (configuration not stated)
[42] COc1ccc(N2C(=O)CCC(C(=O)N(C)CCc3ccccn3)C2c2ccc(OC)c(OC)c2)cc1 (configuration not stated)
assay / compound	37	38	39	40	41	42
A3G deaminase	-6	-5	1	-8	-5	-15
UBC13 inh	2	5	13	-3	1	-15
SENP8 block-1	-10	6	-367	2	13	-6
Apaf1 inhib	19	-11	-2	5	3	1
SENP8 block-2	-1	1	-5	5	-5	-5
SENP1 FRET inh	-1	-1	1	-1	1	1
SENP7 block	-3	-4	6	0	-2	-9
SENP6 inh	-19	-4	-13	5	8	-5

4 entries from above, with tabs.
#	compound	A3G deaminase	UBC13 inh	SENP8 block-1	Apaf1 inhib	SENP8 block-2	SENP1 FRET inh	SENP7 block	SENP6 inh
40	COc1cc(OC)cc(C(=O)N[C@H](C(=O)Nc2nc(-c3ccc(F)c(F)c3)cs2)C(C)C)c1	-8	-3	2	5	5	-1	0	5
41	CC(=O)NC1C(=O)N=C(SC(C)C(=O)Nc2cccc(Cl)c2)NC1=O (configuration not stated)	-5	1	13	3	-5	1	-2	8
39	Cc1nc(/C=C\C(=O)O)c2cc(C)oc2n1	1	13	-367	-2	-5	1	6	-13
42	COc1ccc(N2C(=O)CCC(C(=O)N(C)CCc3ccccn3)C2c2ccc(OC)c(OC)c2)cc1 (configuration not stated)	-15	-15	-6	1	-5	1	-9	-5

Next part.
[43] CCOC(=O)C(=NC(C)CC)NNc1cccc(C(F)(F)F)c1 (configuration not stated)
[44] O=C1CCSc2ccc(Cl)cc2N1Cc1cccc(Cl)c1
[45] Cc1ccsc1CN(C)C(=O)c1ccc(Oc2ccccc2)cc1
[46] CCOC(=O)CN1C(=O)S/C(=C/c2ccc(C)o2)C1=O
[47] Cn1ccnc1SCC(=O)NC1CC1
[48] COCc1cc(C)nc(SCc2ccc(F)cc2)c1C#N
assay / compound	43	44	45	46	47	48
A3G deaminase	1	-2	-2	-3	-7	10
UBC13 inh	1	3	4	-7	-8	-2
SENP8 block-1	-188	11	8	16	20	8
Apaf1 inhib	3	17	27	10	-5	17
SENP8 block-2	-6	-5	4	4	-5	0
SENP1 FRET inh	-45	1	0	-3	2	0
SENP7 block	-6	-5	0	-3	-3	4
SENP6 inh	0	-17	1	12	-15	22

[49] Cc1cc(C(=O)N/N=C/c2ccccc2[N+](=O)[O-])c(C)o1
[50] CCOC(=O)C(NC(=O)c1cccnc1)(Nc1cccc(C)n1)C(F)(F)F (configuration not stated)
[51] COc1ccc(C(=O)NCC(=O)OCC(=O)NCc2cccs2)cc1
[52] CCOC(=O)c1c(C)oc2ccc(OCC(=O)C(C)(C)C)cc12
[53] Cc1cc(Cl)ccc1NNC(=O)c1cccs1
[54] CC1CCCC(C)N1CCCNC(=O)c1cc2c(s1)-c1ccccc1OC2 (configuration not stated)
assay / compound	49	50	51	52	53	54
A3G deaminase	-11	3	0	-4	-3	-4
UBC13 inh	-3	-8	2	12	8	34
SENP8 block-1	-4	8	6	14	37	-324
Apaf1 inhib	10	0	-7	6	-13	8
SENP8 block-2	-13	-8	0	-13	2	-6
SENP1 FRET inh	0	-1	3	0	0	-10
SENP7 block	-10	4	12	1	-3	12
SENP6 inh	-20	-13	-3	1	-3	5

[55] CC(C)NC(=O)CSc1nnc(-c2ccc(S(=O)(=O)N3CCCC3)cc2)n1CC1CCCO1 (configuration not stated)
[56] C[C@@H]1C=C(C(=O)N2CCOCC2)O[C@H](OCc2ccc(CO)cc2)C1
[57] COC(=O)CSC1=C(C#N)C(c2ccccc2F)CC(=O)N1 (configuration not stated)
[58] COc1cc(C(=O)OCC#N)ccc1OCc1c(C)noc1C
[59] O=C(CN1CCc2ccccc21)Nc1ccc2c(c1)OCO2
[60] O=C(COc1ccccc1Cl)Nc1cc(Cl)ccc1Oc1ccccc1
[61] Cc1ccc(C2NC(=S)NC3=C2C(=O)CC(C)(C)C3)cc1 (configuration not stated)
[62] O=C(COC(=O)CNS(=O)(=O)/C=C/c1ccccc1)Nc1cc(S(=O)(=O)N2CCCCC2)ccc1Cl
assay / compound	55	56	57	58	59	60	61	62
A3G deaminase	-3	3	-8	-7	-1	1	-8	-6
UBC13 inh	9	-2	6	14	-10	-9	18	8
SENP8 block-1	20	13	14	13	-9	14	13	5
Apaf1 inhib	2	10	3	-19	-1	4	2	10
SENP8 block-2	-5	-5	5	3	-9	-9	-3	7
SENP1 FRET inh	0	5	2	1	-7	-2	-10	-1
SENP7 block	7	3	11	6	1	-2	4	5
SENP6 inh	-5	-26	6	-7	0	-38	-4	-11

In the list so far, five have a furan ring, fused or not:
[29] Nc1ncc(CN2CCCC(C(=O)Nc3ccc(-c4ccco4)cc3)C2)cn1 (configuration not stated)
[39] Cc1nc(/C=C\C(=O)O)c2cc(C)oc2n1
[46] CCOC(=O)CN1C(=O)S/C(=C/c2ccc(C)o2)C1=O
[49] Cc1cc(C(=O)N/N=C/c2ccccc2[N+](=O)[O-])c(C)o1
[52] CCOC(=O)c1c(C)oc2ccc(OCC(=O)C(C)(C)C)cc12
assay / compound	29	39	46	49	52
A3G deaminase	-9	1	-3	-11	-4
UBC13 inh	14	13	-7	-3	12
SENP8 block-1	-3	-367	16	-4	14
Apaf1 inhib	-5	-2	10	10	6
SENP8 block-2	-1	-5	4	-13	-13
SENP1 FRET inh	-4	1	-3	0	0
SENP7 block	-5	6	-3	-10	1
SENP6 inh	14	-13	12	-20	1

Bioassay records deposited in PubChem BioAssay by Sanford-Burnham Center for Chemical Genomics.
